Screening results from PubChem.
NOD1 inhibition – inhibition of NOD1-driven NF-kB reporter – cell-based, luminescence, uHTS, primary screen (AID 1578); NOD1-driven NF-kB luciferase reporter cells, luminescence; higher % means a stronger effect; inhibition, % at 4 µM, or EC50 in µM where a hit was titrated; hit rate 1% among 290,000; in the data active = inhibition mostly above about 36%, no sharp cut-off; inactive = mostly below about 34%;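 note: HEK-293T reporter cells stimulated with the NOD1 agonist gamma-tri-DAP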
GPR55 antagonists – GPR55 antagonists blocking LPI-driven arrestin recruitment, primary screen, imaging, U2OS, beta-arrestin-GFP, LPI agonist (AID 2013) | U2OS GPR55 beta-arrestin-GFP translocation imaging, LPI antagonism; higher % means a stronger effect | inhibition, % at 10 µM; hits with a dose series show IC50 in µM | hit rate 0.13% among 290,000;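 active = spots per cell inhibited over 60%, with over 100 cells counted and total cytoplasm intensity under 500,000; inconclusive = wells with under 100 cells, flagged as likely toxic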;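 note: U2OS cells stably carrying GPR55 and arrestin-GFP stimulated by 5 µM LPI near EC80; imaged beta-arrestin-GFP aggregate spots per cell after agonist stimulation; plate controls were LPI-stimulated DMSO wells for no effect and DMSO wells without LPI for full effect; some results filed as inactive read as strong as hits; confirmed hits need IC50 under 10 µM and bright autofluorescent wells are also inconclusive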
GPR55 activation – selective activators of receptor GPR55 – imaging, U2OS cells, beta-arrestin-GFP redistribution, primary screen (AID 1961); U2OS GPR55 beta-arrestin-GFP redistribution imaging; higher % means a stronger effect; one-dose activation, % at 10 µM; EC50 in µM for titrated hits; hit rate 0.048% among 290,000;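 active = activation above 40% with more than 50 cells counted in the well; inconclusive = wells holding fewer than 50 cells, flagged as toxic or sparse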;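 note: U2OS osteosarcoma cells stably expressing GPR55 and beta-arrestin-GFP; plate controls were DMSO negative control for no effect and LPI positive control for full effect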
NOD2 inhibition – inhibition of NOD2-driven NF-kB reporter – cell-based, luminescence, uHTS, HEK293 (AID 1566) | hit rate 0.63% among 290,000 | HEK293 NOD2/NF-kB luciferase reporter, luminescence; higher % means a stronger effect | inhibition, % at 4 µM; hits with a dose series show EC50 in µM; note: many of its hits are not listed in these tables
KOR beta-arrestin-1 – KOR antagonists, beta-arrestin recruitment, cell-based, luminescence, uHTS (AID 1778) | KOR beta-arrestin recruitment, luminescence, antagonist mode; higher % means a stronger effect | one-dose inhibition, % at 10 µM; IC50 in µM for titrated hits | hit rate 0.091% among 290,000; note: strong numbers were not always called active
Large T inhibition – TAg ATPase/helicase activity blockers – biochemical (AID 1903); SV40 large T antigen ATPase/helicase inhibition assay; higher % means a stronger effect; one-dose inhibition, % at 20 µM; IC50 in µM for titrated hits; hit rate 0.39% among 310,000; in the data active = a potency from the dose series; inconclusive = inhibition mostly from about 32% at the one dose, without a potency; inactive = the rest, 99 in 100 with inhibition below about 32%; note: strong numbers were not always called active
Rac1 GTP hydrolysis – MgcRacGAP GTPase-activating activity inhibitors, confirmation, biochemical, ADP Hunter fluorescence. MgcRacGAP-stimulated Rac1 GTP hydrolysis, ADP Hunter fluorescence; higher % means a stronger effect; GST-tagged Rac1 F28L mutant substrate. one-dose inhibition, % at 30 µM; IC50 in µM for titrated hits. hit rate 0.6% among 340,000. AID 624330;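 active = first-screen hits whose inhibition reached a set limit at any dose in the follow-up dose series; inconclusive = inhibition above the set first-screen limit but never retested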;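 note: fluorescence reports GDP produced by GAP-driven GTP hydrolysis; strong numbers were not always called active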
KOR beta-arrestin-2 – KOR agonists, beta-arrestin recruitment, primary screen, cell-based, luminescence, uHTS (AID 1777). activation, % at 10 µM; hits with a dose series show EC50 in µM. hit rate 0.02% among 280,000. KOR beta-arrestin recruitment, luminescence; higher % means a stronger effect; in the data active = activation above about 50%, passing the limit was not always enough; note: a part of the inactive calls stands beside numbers as strong as those of hits
HIV peptide binding – cell-free HIV fusion peptide-binding blockers – biochemical, uHTS, fluorescence dequenching, primary screen (AID 1986) | inhibition, % at 20 µM; hits with a dose series show IC50 in µM | cell-free peptide binding, fluorescence dequenching, 30 min; higher % means a stronger effect | hit rate 0.3% among 290,000; in the data active = inhibition mostly above about 52%, no sharp cut-off; inactive = mostly below about 76%; note: some results filed as inactive read as strong as hits
* hit, by the source's call; ? = inconclusive; . = no result given; & = joins results of further samples; [ ] = dose if it differs, or a comment. Cut-off read from the data, not from the text of the source, unless noted: active = inhibition above about 50%; inactive = the rest. A portion of the library; rates above refer to the full screens.

SMILES	NOD1 inhibition	GPR55 antagonists	GPR55 activation	NOD2 inhibition	KOR beta-arrestin-1	Large T inhibition	Rac1 GTP hydrolysis	KOR beta-arrestin-2	HIV peptide binding
CCc1nn2c(=O)c(S(=O)(=O)Nc3cccc(F)c3)c(C)nc2s1	-30%	2%	-0.1%	11%	35%	0%	7%	-2.9%	-1.0%
COc1cc(NC(=S)NCCCN(C)C)c(OC)cc1NC(=O)c1ccco1	-8%	5%	-0.3%	17%	24%	24%	15%	2.1%	-1.7%
O=C(Nc1c2c(nn1-c1ccccc1)CS(=O)(=O)C2)C1CCCC1	-26%	?	-0.1%	0%	1%	9%	8%	-0.6%	1.4%
Cc1nc2ccccc2c2c1C(=O)N(C1CCCCCCC1)C2=O	9%	11%	-0.2%	-30%	15%	1%	5%	-1.3%	-1.7%
Nc1ccc(Br)c2c1C(=O)c1ccccc1C2=O	-26%	-15%	-0.2%	-31%	-12%	7%	.	2.1%	4.4%
CC(C)Nc1nc(NC(C)C)nc(N(C)N)n1	-5%	-10%	0.0%	-14%	26%	19%	5%	-3.0%	-2.2%
COc1ccccc1NCCC(=O)OCC(=O)NCc1ccco1	16%	-6%	0.3%	4%	-29%	?	14%	-9.8%	167%
CCCN(CCC)C(=O)Cn1c(=O)n(CCCCCC(=O)Nc2ccccc2)c(=O)c2sccc21	-29%	-1%	0.2%	-5%	8%	17%	12%	-2.3%	-0.5%
O=C1c2ccccc2C(=O)N1CC(O)COc1ccc(Br)cc1 (stereo not drawn)	-27%	10%	-0.1%	6%	12%	7%	13%	-0.5%	-0.8%
Cc1cccc(NC(=O)CNC(=O)COC(=O)CCS(=O)(=O)c2ccccc2)c1C	14%	26%	0.0%	10%	21%	-6%	8%	-1.7%	-0.8%
COc1ccccc1C1=Nc2cccc3cccc(c23)N1	18%	-20%	0.3%	-3%	11%	-1%	3%	7.3%	37%
COc1ccc(Cl)cc1C(=O)NNC(=O)CN1C(=O)C2CC=CCC2C1=O (stereo not drawn)	-9%	6%	-0.2%	19%	0%	7%	6%	-4.9%	-0.3%

Reprinted from the part before: 2 compounds, followed by the next part.
SMILES	NOD1 inhibition	GPR55 antagonists	GPR55 activation	NOD2 inhibition	KOR beta-arrestin-1	Large T inhibition	Rac1 GTP hydrolysis	KOR beta-arrestin-2	HIV peptide binding
COc1ccccc1C1=Nc2cccc3cccc(c23)N1	18%	-20%	0.3%	-3%	11%	-1%	3%	7.3%	37%
COc1ccc(Cl)cc1C(=O)NNC(=O)CN1C(=O)C2CC=CCC2C1=O (stereo not drawn)	-9%	6%	-0.2%	19%	0%	7%	6%	-4.9%	-0.3%
O=S(=O)(Nc1cccc(-n2cnnn2)c1)c1cccc(Cl)c1	-8%	4%	-0.2%	15%	-2%	5%	2%	-2.2%	0.3%
CC1=C/C(=C\c2ccc3c(c2)OCO3)C(=O)S1	-14%	11%	0.2%	11%	-3%	28%	12%	1.8%	-3.6%
O=C(Nc1ccc([N+](=O)[O-])cc1)Nc1ccc2[nH]c(=O)[nH]c2c1	-23%	-1%	-0.1%	-26%	1%[20 µM]	11%	16%	0.2%	-4.6%
CCOc1cccc(-c2c(C(=O)N/N=C/c3ccsc3)nnn2-c2nonc2N)c1	-5%	8%	0.3%	2%	-39%	4%	9%	1.5%	0.7%
COc1ccccc1C(=O)NCc1ccccc1	-42%	-8%	0.0%	2%	-26%	26%	9%	-4.0%	-1.7%
Cc1ccc(CNC(=O)C(Cc2ccccc2)NS(=O)(=O)c2ccc3c(c2)CCC(=O)N3)cc1 (stereo not drawn)	4%	-1%	-0.1%	18%	4%	1%	2%	-0.8%	-1.5%
COc1ccc(NC(=O)CNc2cc(S(=O)(=O)N3CCOCC3)ccc2NCC2CCCO2)cc1 (stereo not drawn)	-38%	14%	-0.3%	10%	11%	4%	2%	-5.1%	-1.3%
CSC1=NCCN1C(=O)c1c(-c2c(F)cccc2Cl)noc1C	1%	10%	-0.2%	12%	16%	5%	10%	1.0%	-0.8%
CC(C)C[C@H](NC(=O)c1nc[nH]c1C(=O)N1CCc2ccccc2C1)C(=O)OCc1ccccc1	-1%	0%	-0.1%	20%	-8%	14%	2%	1.0%	1.0%
Cc1ccc(NC(=O)CSc2nnc(COc3ccccc3C)o2)cc1	-36%	-8%	-0.1%	-5%	-177%[20 µM]	17%	-1%	.	-0.2%
O=S(=O)(c1ccccc1)N1CCN(CCO)CC1	-22%	-6%	0.2%	-3%	-39%[20 µM]	-1%	6%	0.4%	-0.3%
CCOc1ccc(N2C(=O)CC(NCc3ccc(F)cc3)C2=O)cc1 (stereo not drawn)	-9%	24%	-0.1%	-8%	2%	5%	5%	6.4%	-0.2%
COc1cccc(C(N)=O)c1OC(=O)Cc1ccccc1F	-2%	-1%	-0.2%	10%	-28%	10%	12%	2.3%	-0.2%
CCN1CCN(C/C(C)=C/c2ccccc2)CC1	-15%	3%	-0.3%	-32%	-25%[20 µM]	9%	10%	2.1%	1.1%
COc1cc(C(c2c(C)[nH][nH]c2=O)c2c(C)[nH][nH]c2=O)cc(Br)c1OC	-5%	2%	-0.1%	9%	-76%[20 µM]	31%	13%	-0.2%	2.2%
NCCC(=O)N1c2ccccc2Sc2ccccc21	-15%	14%	-0.3%	12%	-46%[20 µM]	7%	-11%	6.4%	1.7%
COc1ccc(NC(=O)C2CCCN(S(=O)(=O)c3c(C)[nH]c(=O)[nH]c3=O)C2)cc1 (stereo not drawn)	2%	4%	0.5%	3%	0%	3%	-6%	0.0%	-2.6%
CN(C(=O)COC(=O)c1c[nH]c(=O)[nH]c1=O)C1CCCCC1	16%	12%	0.3%	16%	-15%	1%	2%	-4.2%	-3.4%
O=C(COC(=O)c1cccs1)NCCCc1ccccc1	6%	3%	0.4%	18%	-41%	8%	5%	0.6%	0.0%
Cc1cc(N/N=C/c2cccc(Cl)c2)nc(NCc2ccccc2)n1	-19%	38%	1.6%	9%	13%	4%	10%	4.4%	-0.8%
COCCn1c(=NC(=O)CSCC(=O)Nc2cc(C)on2)sc2cc(C(=O)OC)ccc21	-30%	-4%	0.2%	-1%	13%	6%&3%	3%	-1.8%	-1.7%
NS(=O)(=O)c1ccc(CCNC(=O)C2CCN(S(=O)(=O)c3cnc[nH]3)CC2)cc1	-16%	2%	1.7%	9%	-9%	0%	1%	-2.2%	0.9%
CSc1ccc(Cl)c(C(=O)NCCCn2ccnc2)c1	2%	9%	-0.1%	12%	-2%	9%	6%	2.4%	0.0%
O=C(CC1Nc2ccccc2NC1=O)NCC1COc2ccccc2O1 (stereo not drawn)	-30%	4%	-0.2%	1%	19%	1%	10%	2.2%	1.0%
CCOCc1nnc(NC(=O)c2cc(OC)c(OC)c(OC)c2)s1	-53%	9%	-0.1%	-12%	-13%	.	2%	1.4%	-0.9%
COc1cccc(NC(=O)c2ccc(CN3CCN(c4ccccc4)CC3)cc2)c1	4%	4%	-0.1%	-50%	-21%	2%	4%	3.0%	1.3%
Cc1cccc(NC(=O)COc2ccc(Br)cc2)n1	-38%	4%	-0.1%	-47%	17%	13%	5%	-2.1%	-3.3%
Cc1ccc(C)n1C(CC(=O)O)c1ccc(C#N)cc1 (stereo not drawn)	-24%	5%	0.1%	-2%	-18%	10%	.	-5.9%	11%
CC1CCN(S(=O)(=O)c2ccc(NC(=O)CSc3ncccc3C(=O)O)cc2)CC1	-22%	10%	0.2%	8%	-3%	5%	1%	0.0%	8.4%
O=[N+]([O-])c1cccc(COc2ncnc3cc([N+](=O)[O-])ccc23)c1	-4%	9%	0.2%	3%	10%	6%	-5%	-0.2%	-0.4%
O=C(O)/C=C/C(=O)Nc1ccc2c(c1)NC(=O)CO2	-14%	22%	0.1%	6%	4%	11%	16%	-5.6%	-3.4%
Cc1cc(Br)c(NC(=O)CCl)c(Br)c1	43%	0%	0.0%	-5%	0%	3%	10%	1.2%	-1.0%
O=C(Nc1ccccc1)C1C(c2ccccc2)C1(Cl)Cl (stereo not drawn)	38%	3%	0.0%	15%	-38%[20 µM]	12%	3%	-0.1%	-1.7%
CC1CCN(C(=O)c2ccc(SCc3ccccc3F)c([N+](=O)[O-])c2)CC1	-11%	4%	0.2%	19%	27%	9%	2%	-1.8%	-1.8%
CCOC(=O)c1c(-c2ccccc2)oc2ccc(OCC(O)CNCCN(C)C)cc12 (stereo not drawn)	7%	15%	0.0%	-10%	-77%	3%	19%	4.9%	-0.1%
Cn1c(SCC(=O)NCc2ccco2)nc2ccccc2c1=O	-18%	-9%	0.6%	-2%	-11%	4%	9%	0.4%	-0.4%

Complete entries, quoted from the list.
Record of `Cc1cc(Br)c(NC(=O)CCl)c(Br)c1` = NOD1 inhibition = 43%; GPR55 antagonists = 0%; GPR55 activation = 0.0%; NOD2 inhibition = -5%; KOR beta-arrestin-1 = 0%; Large T inhibition = 3%; Rac1 GTP hydrolysis = 10%; KOR beta-arrestin-2 = 1.2%; HIV peptide binding = -1.0%
Record of `O=C(Nc1ccccc1)C1C(c2ccccc2)C1(Cl)Cl` (stereo not drawn) = NOD1 inhibition = 38%; GPR55 antagonists = 3%; GPR55 activation = 0.0%; NOD2 inhibition = 15%; KOR beta-arrestin-1 = -38%[20 µM]; Large T inhibition = 12%; Rac1 GTP hydrolysis = 3%; KOR beta-arrestin-2 = -0.1%; HIV peptide binding = -1.7%
Record of `O=C(O)/C=C/C(=O)Nc1ccc2c(c1)NC(=O)CO2` = NOD1 inhibition = -14%; GPR55 antagonists = 22%; GPR55 activation = 0.1%; NOD2 inhibition = 6%; KOR beta-arrestin-1 = 4%; Large T inhibition = 11%; Rac1 GTP hydrolysis = 16%; KOR beta-arrestin-2 = -5.6%; HIV peptide binding = -3.4%

Other structures follow:
SMILES	NOD1 inhibition	GPR55 antagonists	GPR55 activation	NOD2 inhibition	KOR beta-arrestin-1	Large T inhibition	Rac1 GTP hydrolysis	KOR beta-arrestin-2	HIV peptide binding
O=C(NCCc1cccc(Cl)c1)c1ccc2c(c1)OCO2	-85%	6%	0.2%	-173%	-8%	2%	6%	0.6%	1.7%
COCCCNC(=O)Cn1cc(/C=C(\C#N)C(=O)NC2CCCC2)c2ccccc21	-22%	3%	0.0%	12%	-25%[20 µM]	8%	-12%	-3.4%	-0.7%
Cc1ccccc1NC(=O)Cc1nc(COC(=O)CSc2ccccc2)cs1	-39%	20%	0.3%	7%	-3%	11%	5%	2.0%	3.3%
Cc1nc2c3c(sc2c(=O)[nH]1)NC(=O)CC3c1ccccc1Cl (stereo not drawn)	-12%	0%	-0.1%	-6%	-17%	8%	11%	0.0%	-0.1%
